Compound activity: PubChem, NCI
All columns: NCI-60 one-dose screen, growth in % after 48 h at 10 µM unless noted; 100 = growth as untreated, 0 = no growth, -100 = all killed.
NCI-H23: NCI-H23 lung cancer | AID 1794731 | 80,000 compounds, 4% hits
NCI-H226: NCI-H226 lung cancer. 79,000 compounds, 3.5% hits. AID 1794732
HCT-15: HCT-15 colon cancer | 82,000 compounds, 5.2% hits | AID 1794746
NCI-H322M: NCI-H322M lung cancer; 80,000 compounds, 2.7% hits
SW-620: SW-620 colon cancer; AID 1794795; 82,000 compounds, 5.2% hits
COLO 205: COLO 205 colon cancer | 79,000 compounds, 7.3% hits | AID 1794742
HT29: HT29 colon cancer | 81,000 compounds, 7.4% hits | AID 1794748
NCI-H522: NCI-H522 lung cancer. 78,000 compounds, 8% hits
NCI-H460: NCI-H460 lung cancer; 82,000 compounds, 6.8% hits
An asterisk follows results filed as active; x = no result given. Rule for the calls: active = growth percent below 10; inactive = the rest.

SMILES | NCI-H23 | NCI-H226 | HCT-15 | NCI-H322M | SW-620 | COLO 205 | HT29 | NCI-H522 | NCI-H460
C=CCc1cc(Cl)ccc1NC(C(N)=O)c1ccccc1 (stereo unspecified) | 91 | 97 | 86 | 103 | 101 | 97 | 90 | 84 | 100
O=[N+]([O-])c1ccc(N/N=C/c2cccc3ccccc23)nc1 | 102 | 121 | 91 | 105 | 117 | 102 | 97 | 85 | 117
C[C@]12CC[C@@H]3c4ccc(O)c([N+](=O)[O-])c4CC[C@H]3[C@@H]1CC[C@@H]2O | 105 | 101 | 105 | 124 | 106 | 120 | 103 | 84 | 105
O=S(=O)(Oc1ccc(-c2ccc3sccc3c2)cc1)c1ccc(F)cc1 | 88 | 94 | 89 | x | 94 | 111 | 96 | 88 | 103
COc1ccccc1N=Nc1ccccc1OC | 87 | 100 | 98 | x | 97 | 101 | 92 | 77 | 103
CC(C)=CCc1c2c(c(O)c3c1O[C@]14C(=C[C@@H]5C[C@H]1C(C)(C)O[C@@]4(C/C=C(/C)C(=O)O)C5=O)C3=O)CC(O)C(C)(C)O2 (stereo partly specified) | -60* | 18 | -42* | 12 | -45* | -67* | -8.7* | -54* | -33*
CCOC(=O)C(C)(C)c1ccccc1 | 92 | 97 | 99 | 101 | 97 | 113 | 109 | 97 | 108
Cn1c2c(sc1=O)CCC2 | 113 | 98 | 95 | 89 | 109 | 105 | 107 | x | 108
COC(=O)Cc1csc2ccccc12 | 101 | 113 | 110 | 102 | 108 | 111 | 103 | 94 | 108
COc1ccc(-c2cc(-c3nnc(SCC(=O)Nc4ccc(C(C)=O)cc4)o3)c3ccccc3n2)cc1 | 0.0* | 17 | 23 | 80 | 5.5* | 22 | 39 | -29* | -54*
CCc1c(Nc2ccc(C)cc2)[nH]c(N)nc1=S | 97 | 95 | 100 | 106 | 107 | 109 | 103 | 97 | 106
COc1ccc(C(=NN=C(N)N)c2ccc(OC)cc2)cc1 | 41 | 50 | 69 | 49 | 25 | -7.0* | 15 | 34 | 30
O=C(O)c1ccc(-n2cc(C(=O)O)c(-c3ccccc3)n2)cc1 | 99 | 99 | 106 | 100 | 108 | 109 | 100 | 92 | 108
O=C(O)CCCN1C(=O)/C(=C/c2cnc(-c3ccccc3)s2)SC1=S | 103 | 98 | 71 | 68 | 109 | 120 | 114 | 69 | 81
CS(=O)(=O)Nc1ccc([N+](=O)[O-])cc1Oc1ccccc1 | 93 | 96 | 104 | 103 | 104 | 100 | 100 | 93 | 102
CN(CCn1ccnc1[N+](=O)[O-])c1ccc(/C=C/C(=O)c2ccccc2O)cc1 | 79 | 78 | 77 | 88 | 91 | 107 | 84 | 50 | 79
CNC(=O)N1N=C(c2ccc(N)cc2)c2cc3c(cc2C(C)C1=O)OCO3 (stereo unspecified) | 112 | 106 | 102 | 101 | 114 | 122 | 109 | 92 | 111
O=C(Nc1ccc(Cl)cc1)OCCN(CCOC(=O)Nc1ccc(Cl)cc1)Cc1ccccc1 | x | 79 | 46 | x | 83 | 85 | 41 | 42 | 60
Cc1ccc(-c2cc(-c3ccccn3)n(-c3ncc(-c4ccccc4)s3)n2)cc1 | 89 | 96 | 81 | 102 | 85 | 26 | 35 | 104 | 86
CC(=O)CC(=O)N(c1ccccn1)c1ccccn1 | x | 103 | 97 | x | 102 | 120 | 97 | 93 | 110
O=C(O)C1CCCCCC1 | 95 | 90 | 100 | 96 | 100 | 102 | 104 | 97 | 101
COc1ccc(CNc2c3ccccc3nc3ccccc23)cc1 | 39 | 51 | 22 | 47 | 26 | 12 | 19 | 53 | 9.7*
CC(/C=C1\SC(=S)N(CCC(=O)NC(Cc2ccccc2)C(=O)O)C1=O)=C\c1ccccc1 (stereo unspecified) | 109 | 116 | 106 | 107 | 114 | 125 | 111 | 92 | 110
O=C(NS(=O)(=O)c1ccc(Cl)cc1)n1cc(-c2ccncc2)c(-c2ccc(Cl)c(O)c2)n1 | 62 | 80 | 95 | 112 | 101 | 107 | 82 | 68 | 90
O=COCCCOCCCOc1ccccc1 | 106 | 98 | 109 | 112 | 109 | 107 | 98 | 98 | 108
OCC1(O)OCC(O)C(O)C1O (stereo unspecified) | 101 | 103 | 107 | 105 | 109 | 111 | 100 | 83 | 103
CCn1c(=N)c(S(=O)(=O)c2ccccc2)cc2c(=O)n3ccccc3nc21 | 96 | 95 | 99 | 84 | 107 | 106 | 105 | 96 | 112
COc1ccc(C2=NN(C(C)=O)C(c3ccc(Cl)cc3)C2)cc1S(=O)(=O)NNC(=O)c1ccncc1 (stereo unspecified) | 87 | 91 | 103 | 98 | 104 | 103 | 98 | 88 | 102
COC1=CC(c2ccc[nH]2)=N/C1=C\c1[nH]c(C)c(C(=O)CCCCC(=O)NCCSSCCNC(=O)CC[C@H](NC(=O)c2ccc(NCc3cnc4nc(N)[nH]c(=O)c4n3)cc2)C(=O)O)c1C | 103 | 96 | 108 | 102 | 103 | 100 | 96 | x | 101
CC1CC=CCC1C1OCC(C)(C)CO1 (stereo unspecified) | 108 | 100 | 98 | 105 | 102 | 111 | 109 | x | 109
O=Nc1c(O)[nH]c2ccccc12 | 100 | 94 | 117 | 96 | 106 | 107 | 109 | 99 | 103
CCC(C)Oc1nc2c(c(=O)n(C)c(=O)n2C)n1C (stereo unspecified) | 106 | 106 | 105 | 105 | 99 | 117 | x | 98 | 102
O=S(=O)(c1ccccc1)N1C=C/C(=C\Cn2cc(-c3ccc(Br)cc3)nn2)CC1 | 93 | 77 | 96 | 108 | 110 | 129 | 116 | 85 | 97
CSC1=Nc2c(c(C)c(-c3ccccc3)n2CCCCl)C2=NC(=O)CN12 | 78 | 79 | 65 | 82 | 44 | 79 | 23 | 56 | x
N#CCCN(CCC#N)CC(=O)O | 103 | 107 | 95 | 98 | 108 | 106 | 110 | 100 | 106
CCCCNC(=S)Nc1ccc(OCc2nc3ccccc3[nH]2)cc1 | 70 | 102 | 48 | 81 | 92 | 96 | 50 | 36 | 70
CC(O)Cc1ccc2c(c1)OCO2 (stereo unspecified) | 106 | 86 | 105 | 104 | 104 | 108 | 100 | 99 | 107
O=C1CSC(=S)N1/N=C/c1c[nH]c2ccc(Br)cc12 | 89 | 88 | 94 | x | 114 | 90 | 102 | 89 | 104
COC(OC)/C(=N\NC(N)=O)c1ccccc1 | 103 | x | 99 | 103 | 100 | 118 | 103 | 94 | 108
O=C1/C(=C/c2ccc(OCc3ccc(Cl)cc3)cc2)N=C2SCCCN12 | 97 | 93 | 105 | 101 | 103 | 115 | 87 | 67 | 105
NC(=O)SCC(=O)Nc1ccc(C(=O)O)cc1 | 93 | 100 | 105 | 121 | 109 | 98 | 79 | 45 | 119
Cc1cc(Cl)nc(N2CCN(CC(=O)Nc3ccc4c(ccn4Cc4ccccc4)c3)CC2)n1 | 104 | 87 | 76 | 95 | 98 | 118 | 93 | 81 | 99
CCOC(=O)NCCc1ccccc1 | 101 | 107 | 118 | 93 | 99 | 112 | 102 | 98 | 112
COc1ccc(N2C(=O)C(=S)N(c3ccc(C)cc3)C2=O)cc1 | 101 | 94 | 104 | 89 | 95 | 109 | 100 | 84 | 96
CC(C)Cc1ccc(C(C)C(=O)NCc2ccccc2)cc1 (stereo unspecified) | 93 | 89 | 86 | 90 | 98 | 108 | 48 | 44 | 104
O=C1C(Nc2ccccc2)=CC(c2ccccc2)N1c1ccccc1 (stereo unspecified) | 95 | 90 | 95 | 107 | 99 | 110 | 106 | 96 | 82
CC(=O)[C@@]1(O)[C@H](C)C[C@H]2[C@@H]3C=C(C)C4=Cc5c(cnn5-c5ccccc5)C[C@]4(C)[C@H]3[C@@H](O)C[C@@]21C | 32 | 63 | -28* | 76 | -60* | -24* | -77* | -2.7* | -20*
CC(=O)Nc1c(Cl)c(Cl)c2c(c1Cl)Cc1cc(Cl)ccc1-2 | 85 | 83 | 95 | 65 | 83 | 90 | 96 | 87 | 90
NC(=S)CCNC(=O)c1ccccc1 | 109 | 102 | 104 | 95 | 105 | 114 | 106 | 104 | 112
O=S(=O)(NCCCl)c1cc(Cl)c(Cl)cc1Cl | 107 | 94 | 95 | 98 | 88 | 114 | 106 | 82 | 99
OCCNc1nc(Nc2ccc(Cl)cc2)nc(Nc2ccc(C3=NN(c4cc(Cl)cc(Cl)c4)C(c4ccc(F)cc4)C3)cc2)n1 (stereo unspecified) | 96 | x | 101 | 92 | 108 | x | 101 | 100 | 100
COC(=O)C(c1ccccc1)C(Br)C(=O)c1ccccc1 (stereo unspecified) | 102 | 101 | 91 | 107 | 117 | 99 | 108 | 89 | 103
Nc1ccc(-c2nnc3n2N=CC(c2cc(=O)oc4ccccc24)S3)cc1 (stereo unspecified) | 95 | 77 | 107 | 91 | 107 | 106 | 115 | 77 | 101
CCN(CC)Cc1cc(Nc2nc(NC3CCC(N(C)C)CC3)c3ccccc3n2)ccc1OC (stereo unspecified) | 88 | 76 | 95 | 76 | 61 | 12 | 14 | 44 | 90
Cc1ccc(Sc2nnc(/N=C3\C(=O)Nc4ccccc43)s2)cc1 | 107 | 106 | 105 | 97 | 96 | 116 | 111 | 95 | 104
CN1CCN(C(=O)Cn2c(-c3ccc(Cl)cc3)csc2=N)CC1 | 100 | 96 | 93 | 96 | 102 | 101 | 96 | 87 | 101
COC(=O)[C@H](NS(=O)(=O)N(c1ccc(F)cc1)C1CCN(C(=O)c2ccc(F)cc2)CC1)C(C)C | x | 117 | 103 | 114 | 106 | 115 | 103 | 111 | 109
NNC1=NCCS1 | 107 | 102 | 101 | 100 | 103 | 110 | 106 | 86 | 105
O=C(CNc1ncnc2sc3c(c12)CCCC3)NNC(=S)Nc1ccccc1 | 97 | 105 | 100 | 99 | 103 | 115 | 108 | 95 | 109
O=C(O)/C=C\C(=O)Nc1cccc2c1-c1ccccc1C2 | 99 | 104 | 90 | 98 | 108 | 114 | 95 | 90 | 107
(cont.)
SMILES | NCI-H23 | NCI-H226 | HCT-15 | NCI-H322M | SW-620 | COLO 205 | HT29 | NCI-H522 | NCI-H460
CN1CCN(Cc2ccc(NC(=O)c3cncc(C#Cc4ncc5ccccn45)c3)cc2C(F)(F)F)CC1 | 9.2* | -8.3* | 19 | 33 | 1.4* | -27* | 5.1* | 18 | 5.8*
CCN(CC)c1nc(SCc2ccccc2Cl)ncc1C | 103 | 82 | 96 | 121 | 105 | 112 | 107 | 99 | 106
O=C1NC(=O)C2(CCCCCCC2)N1 | 106 | 105 | 101 | x | 112 | 97 | 116 | x | 116
COc1ccc(-c2ccnc3c(N=Nc4ccc(S(N)(=O)=O)cc4)c(N)nn23)cc1 | 102 | 99 | 106 | 94 | 97 | 117 | 106 | 98 | 102
CN1c2ccccc2Sc2cc(/C=N/Nc3cccc(Br)c3)ccc21 | 94 | 84 | 72 | 82 | 58 | 108 | 104 | 42 | 97
CSc1ccc2c(c1)C(N1CCN(C)CC1)Cc1ccccc1S2 (stereo unspecified) | 56 | 55 | 10 | x | 54 | -75* | -16* | x | 29
CCCCOC(=O)c1ccccc1OC | 110 | 102 | 113 | 113 | 107 | 123 | 120 | 113 | 113
Cc1cccc(N=NC(=S)NNc2cccc(C)c2)c1 | 102 | 101 | 108 | 101 | 107 | 116 | 98 | 95 | 112
CCCCCCCCCN(CCCCCCCCC)C(C)C(=O)c1ccc2cc(Br)c3ccccc3c2c1 (stereo unspecified) | 78 | 102 | 47 | 116 | 67 | 82 | 30 | 97 | 110
CCCCCCNC(=O)N/C=C(/C#N)C(N)=O | 102 | 109 | 104 | 97 | 104 | 114 | 110 | 94 | 108
CN(C(=O)/C=C/c1ccco1)c1ccccc1 | 102 | 104 | 109 | 110 | 102 | 113 | 112 | 104 | 112
C=C(C)[C@@H]1CCC2=C[C@H](C/C(C)=C/C3=CC(C(=O)OC)=C(C1)O3)OC2=O | 105 | 98 | 104 | 104 | 104 | 110 | 111 | 93 | 106
N#CCCNc1ccc(Nc2ccccc2)cc1 | 77 | 88 | 105 | 97 | 71 | 83 | 80 | 66 | 83
CCN(CC)CCOC(=O)c1ccc(NC(=O)OCC(C)OC(=O)Nc2ccc(C(=O)OCCN(CC)CC)cc2)cc1 (stereo unspecified) | 98 | 100 | 103 | 109 | 103 | 105 | 91 | 103 | 103
O=c1[nH]n[n+](-c2[nH]ncc2[N+](=O)[O-])o1 | 93 | 93 | 106 | 99 | 106 | 113 | 101 | 89 | 109
CC(=O)N1N=C(c2cccs2)CC1c1[nH]c(C)c(C(=O)NCC(F)(F)F)c1C (stereo unspecified) | 104 | 96 | 98 | 98 | 103 | 113 | 107 | 101 | 102

Fetched one by one from the entries so far:
SMILES | NCI-H23 | NCI-H226 | HCT-15 | NCI-H322M | SW-620 | COLO 205 | HT29 | NCI-H522 | NCI-H460
CCN(CC)c1nc(SCc2ccccc2Cl)ncc1C | 103 | 82 | 96 | 121 | 105 | 112 | 107 | 99 | 106
C=C(C)[C@@H]1CCC2=C[C@H](C/C(C)=C/C3=CC(C(=O)OC)=C(C1)O3)OC2=O | 105 | 98 | 104 | 104 | 104 | 110 | 111 | 93 | 106
CCCCCCNC(=O)N/C=C(/C#N)C(N)=O | 102 | 109 | 104 | 97 | 104 | 114 | 110 | 94 | 108
CCN(CC)CCOC(=O)c1ccc(NC(=O)OCC(C)OC(=O)Nc2ccc(C(=O)OCCN(CC)CC)cc2)cc1 (stereo unspecified) | 98 | 100 | 103 | 109 | 103 | 105 | 91 | 103 | 103
Cc1cccc(N=NC(=S)NNc2cccc(C)c2)c1 | 102 | 101 | 108 | 101 | 107 | 116 | 98 | 95 | 112

2 of the compounds above, as a markdown table:
| SMILES | NCI-H23 | NCI-H226 | HCT-15 | NCI-H322M | SW-620 | COLO 205 | HT29 | NCI-H522 | NCI-H460 |
| --- | --- | --- | --- | --- | --- | --- | --- | --- | --- |
| CSc1ccc2c(c1)C(N1CCN(C)CC1)Cc1ccccc1S2 (stereo unspecified) | 56 | 55 | 10 | x | 54 | -75* | -16* | x | 29 |
| CN(C(=O)/C=C/c1ccco1)c1ccccc1 | 102 | 104 | 109 | 110 | 102 | 113 | 112 | 104 | 112 |

Random draw from the library. Share with any hit: about 12%.
